L3MBTL1 block – qHTS Assay for the Inhibitors of L3MBTL1. actives 0.66% (n = 230,000). Lethal(3)malignant brain tumor-like protein 1 (Homo sapiens), Q9Y468. Potency, µM (series often up to 57.1 µM), without a hit: at the top dose activity, negative = inhibition, usual class: inhibitors. AID 485360, 2010. AlphaScreen L3MBTL1–H3K9me1 peptide binding; further: nearly all actives have a fitted effect of over 60% in size
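Read-out is AlphaScreen signal from streptavidin donor and nickel chelate acceptor beads (10 ug/mL final each) bridging L3MBTL1 (50 nM) and biotinylated K9-monomethylated H3(1-15) peptide (75 nM), after 30 min compound exposure at room temperature.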
TRb-SRC2 inh – qHTS for Inhibitors of the Interaction of Thyroid Hormone Receptor and Steroid Receptor Coregulator 2; Thyroid hormone receptor beta (Homo sapiens), P10828; TRbeta-SRC2 peptide binding, fluorescence polarization; receptor liganded with 1 µM T3; Potency, µM (series often up to 106 µM), inactives show at the top dose activity change, negative = inhibition, most hits filed as inhibitors; actives 0.065% (n = 280,000);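 further: plate controls were bound peptide for no effect and peptide without receptor for full effect; nearly all actives have a fitted effect of over 50% in size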
Target sequence (P10828 whole entry, looked up): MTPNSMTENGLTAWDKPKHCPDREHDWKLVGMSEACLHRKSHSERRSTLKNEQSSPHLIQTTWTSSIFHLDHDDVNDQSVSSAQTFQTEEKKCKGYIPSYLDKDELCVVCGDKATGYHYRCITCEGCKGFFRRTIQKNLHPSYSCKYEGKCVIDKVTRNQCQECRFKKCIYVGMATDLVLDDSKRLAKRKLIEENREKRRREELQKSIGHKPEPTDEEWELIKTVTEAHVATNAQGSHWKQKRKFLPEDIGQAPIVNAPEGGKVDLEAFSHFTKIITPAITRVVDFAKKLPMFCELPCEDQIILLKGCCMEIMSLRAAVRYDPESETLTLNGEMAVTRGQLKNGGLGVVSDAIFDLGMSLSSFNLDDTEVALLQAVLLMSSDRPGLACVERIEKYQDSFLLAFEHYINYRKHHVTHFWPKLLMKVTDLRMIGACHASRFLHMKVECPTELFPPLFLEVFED
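Polarization signal, normalized between peptide-alone and full complex controls, measured compound effects on T3-liganded human TRb LBD (0.6 uM) binding 20 nM Texas Red SRC2 peptide after 5 hr.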
GoLoco inh red – qHTS Assay for Inhibitors of RGS12 GoLoco Motif Activity (Red Fluorophore). Gai1:RGS12 GoLoco peptide FP, rhodamine, 10 min. Potency, µM (series often up to 61.6 µM), for inactives: at the top dose activity, negative = inhibition, most hits filed as inhibitors. actives 0.44% (n = 230,000). AID 880, 2007; active means well fitted inhibition curve with a large enough effect, not every such curve was filed as active; inactive means no such curve, though single readings can be large or run the other way; further: nearly all actives have a fitted effect of over 30% in size; many of its hits are not listed in these tables
KDM4E inh – qHTS Assay for Inhibitors of Human Jumonji Domain Containing 2E (JMJD2E); AID 2147, 2009; JMJD2E catalytic domain, FDH-coupled NADH fluorescence (FDH is formaldehyde dehydrogenase); Potency, µM (series often up to 57.1 µM), for the others: at the top dose activity change, negative = inhibition, actives largely listed as inhibitors; Lysine-specific demethylase 4E (Homo sapiens), B2RXH2; actives 1.6% (n = 230,000); active means well fitted inhibition curve with a large enough effect, not every such curve was filed as active; inconclusive means small, poorly fitted or top-dose-only effect, or another doubt; inactive means no such curve, though single readings can be large or run the other way;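 further: 0% = wells with enzyme and -100% = buffer wells without enzyme; nearly all actives have a fitted effect of over 50% in size; many of its hits are not listed in these tables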
Target sequence (B2RXH2 1-337 limits assumed): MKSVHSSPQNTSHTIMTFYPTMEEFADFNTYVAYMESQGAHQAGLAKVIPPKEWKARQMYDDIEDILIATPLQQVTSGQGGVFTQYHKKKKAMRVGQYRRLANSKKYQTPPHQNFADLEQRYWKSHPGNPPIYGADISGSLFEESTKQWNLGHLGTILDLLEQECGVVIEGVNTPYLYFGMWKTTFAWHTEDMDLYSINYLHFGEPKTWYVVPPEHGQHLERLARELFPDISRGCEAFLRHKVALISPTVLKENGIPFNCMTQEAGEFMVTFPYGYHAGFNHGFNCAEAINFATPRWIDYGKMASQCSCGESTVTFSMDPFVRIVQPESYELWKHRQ
Tau fibril FP – qHTS for Inhibitors of Tau Fibril Formation, Fluorescence Polarization. Microtubule-associated protein tau (Homo sapiens), P10636. K18 P301L tau heparin fibrillization, Alexa594 FP, 6 h. Potency, µM (titrated, usually from 57.7 µM), inactives show top-dose activity, negative = inhibition, actives largely listed as inhibitors. actives 0.39% (n = 280,000). AID 1468, 2008; further: nearly all actives have a fitted effect of over 55% in size
Target sequence (P10636 561-689 P618L limits assumed): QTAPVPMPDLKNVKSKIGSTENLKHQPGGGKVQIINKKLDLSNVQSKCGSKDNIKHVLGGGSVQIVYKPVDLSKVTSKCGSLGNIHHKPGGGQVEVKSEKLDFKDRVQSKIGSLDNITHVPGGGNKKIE
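Human tau K18 […] P301L fragment, 15 uM unlabeled plus 0.24 uM Alexa 594-labeled tau (final), with compound and 20 uM heparin in 100 mM sodium acetate pH 7; 6 hr at 37 C, then Alexa 594 FP read.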
Tau fibril ThT – qHTS for Inhibitors of Tau Fibril Formation, Thioflavin T Binding. Potency, µM (series often up to 57.4 µM), without a hit: at the highest dose activity, negative = inhibition, hits mostly inhibitors. recombinant tau K18 P301L (four-repeat tau fragment), heparin-induced fibrillization, ThT fluorescence. Microtubule-associated protein tau (Homo sapiens), P10636. actives 2.1% (n = 270,000). AID 1460, 2008; further: nearly all actives have a fitted effect of over 55% in size
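Tau K18 P301L fragment (15 uM unlabeled plus 0.24 uM Alexa 594-labeled) in 100 mM sodium acetate pH 7 with compound, fibrillization induced by 20 uM heparin for 6 hr at 37 C. Thioflavin T (30 uM) added, fluorescence read after 1 hr (ex 450, em 510 nm).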
RECQ1 helicase – qHTS Assay for Inhibitors of RecQ-Like Dna Helicase 1 (RECQ1). ATP-dependent DNA helicase Q1 (Homo sapiens), P46063. RECQ1 DNA unwinding, red fluorescence kinetic read. Potency, µM (series often up to 57.3 µM), for the others: at the top dose activity, negative = inhibition, usual class: inhibitors. actives 0.54% (n = 240,000);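 further: plate controls were vehicle for no effect and no enzyme for full effect; nearly all actives have a fitted effect of over 30% in size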
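RECQ1T1 50 nM; forked duplex (20 bp + 30-nt ss tails) 200 nM, ATP 2 mM final; pH 8.0, 2 mM MgCl2, 2.5 ug/ml poly(dI-dC); 15 min compound preincubation; discontinuous kinetic read over 2 h at RT.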
TexasRed fluor – Total Fluorescence Counterscreen for Inhibitors of the Interaction of Thyroid Hormone Receptor and Steroid Receptor Coregulator 2; TRb/SRC2 Texas Red total fluorescence interference; Potency, µM (highest dose often 106 µM), for inactives: at the top dose fluorescence change, negative = quenching; actives 0.29% (n = 280,000); active means well fitted curve in either direction with a large enough effect; inconclusive means small, poorly fitted or top-dose-only effect
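Human TRβ ligand-binding domain (0.6 uM) and Texas Red SRC2 peptide (20 nM) in Tris buffer with 1 uM T3 and 5% DMSO were incubated with pinned compound for 5 hr at ambient temperature. Total fluorescence was computed as S + 2P (555/632 nm).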
Starred values were filed as active, the others as inactive; i = inactive; ? = inconclusive; nt = not tested or not shown; [ ] = remark or other dose. Unless noted, the call rests on the fitted dose curve; in most records, active means well fitted curve in the direction sought with a large enough effect; inconclusive means small, poorly fitted or top-dose-only effect, or another doubt; inactive means no such curve, though single readings can be large; an effect the other way counts as inactive or inconclusive. Unless noted, on the % scale 0 is the no-effect control and ±100 the full control effect; potency means the concentration at half of the fitted maximal effect.

no.	Compound	L3MBTL1 block	TRb-SRC2 inh	GoLoco inh red	KDM4E inh	Tau fibril FP	Tau fibril ThT	RECQ1 helicase	TexasRed fluor
1	C/C=C/C(=O)OCC(=O)Nc1cc(OC)c([N+](=O)[O-])cc1C	0%	-10%	0%	11%	2%	-13%	-6%	0%
2	N/C(=N\S(=O)(=O)c1cc(C(F)(F)F)cc(C(F)(F)F)c1)c1ccc(Cl)cc1	11%	0%	6%	5%	?	10%	-10%	-5%
3	COc1ccc(-c2nnc(SCC(=O)Nc3cc(C)on3)o2)cc1	?	-4%	1%	0%	-13%	?	-9%	0%
4	COc1cc(OC)cc(C(=O)NCc2nc(-c3ccccc3)no2)c1	nt	-3%	5%	-14%	-3%	-6%	i	-2%
5	CC1=CC(=O)C=C(C)C1=NOc1ccccc1[N+](=O)[O-]	7%	-5%	-23%	-3%	?	?	-4%	0%
6	O=C(Nc1cccnc1)c1cc(F)cc(F)c1	nt	-1%	-7%	-1%	8%	-7%	i	-1%
7	O=C(CSc1nc(-c2ccco2)cc(C(F)(F)F)n1)Nc1ccc2c(c1)CCC2	nt	-7%	-6%	-2%	-16%	3%	-18%	-6%
8	COc1ccc(N(CC(=O)Nc2cc(OC)ccc2OC)S(C)(=O)=O)cc1	-6%	0%	-5%	0%	6%	8%	0%	-3%
9	CCOc1nc(Nc2ccc(OC)c(Cl)c2)nc(N2CCN(c3ccc(OC)cc3)CC2)n1	nt	-5%	1%	-5%	?	?	?	-3%
10	COc1ccc(S(=O)(=O)Nc2cccc(N(C)S(C)(=O)=O)c2)cc1C	3%	-17%	7%	-7%	-3%	-3%	-1%	1%
11	O=C(COc1ccc(S(=O)(=O)N2CCCC2)cc1)Nc1ccc2c(c1)OCCO2	0%	5%	11%	-1%	1%	-12%	i	0%
12	Cc1ccc(-n2c(C3CC3c3ccc(Cl)cc3)n[nH]c2=S)cc1 (centres undefined)	nt	0%	4%	1%	6%	?	i	-1%
13	COc1cccc(-n2nc(-c3ccnn3-c3ccccc3)c(=O)n(C)c2=O)c1	nt	-1%	6%	-1%	-2%	-1%	-8%	0%
14	Cc1ccc(CCN2C(=O)CCC2(C)C(=O)NCc2cccnc2)cc1 (centres undefined)	nt	-10%	-15%	4%	2%	-12%	-6%	-1%
15	Oc1ccc(NC(=S)N=Nc2c(O)[nH]c3ccc(Br)cc23)cc1	nt	-2%	-6%	20%	-2%	5µM*	-3%	-8%
16	O=C(N/N=C/c1cccc(F)c1)NC1CCCCC1	-3%	-9%	5%	0%	9%	-3%	2%	-2%
17	OCCN1CCN(CC(O)C(F)(F)F)CC1 (centres undefined)	6%[11.4 µM]	-7%	10%	-2%	0%	6%	i	-3%
18	COc1ccccc1NC(=O)CSc1nc2ccccc2cc1Cc1ccccc1	-2%	0%	-1%	-6%	-5%	1%	-6%	-3%
19	O=C(NC1CCCCC1)c1sc(N2CCOCC2)nc1-c1ccccc1	2%	-6%	8%	-4%	-3%	-6%	i	-2%
20	COc1ccccc1NC(=S)NC(=O)c1ccc(-c2ccc(Cl)cc2)o1	-3%	6%	7%	4%	-7%	-18%	-3%	1%
21	C=CCn1c(SCC)nc(O)cc1=O	nt	-14%	0%	0%	-6%	-4%	i	-3%
22	Cc1cc(=O)c2c(O)c(O)ccc2o1	18µM*	3%	17%	?	-8%	?	35µM*	-3%
23	CCOC(=O)c1c(NC(=O)C(=O)N/N=C/c2ccccc2O)sc2c1CCCCC2	0%	-20%	11%	32µM*	0%	-12%	-2%	0%
24	Cc1noc(NS(=O)(=O)c2ccc(N/C=C\C(=O)c3ccc(F)cc3)cc2)c1C	-15%	-8%	1%	-2%	0%	9%	19%	-2%

Some entries already given, reduced to L3MBTL1 block, Tau fibril ThT and TRb-SRC2 inh.
nr	molecule	L3MBTL1 block	Tau fibril ThT	TRb-SRC2 inh
13	COc1cccc(-n2nc(-c3ccnn3-c3ccccc3)c(=O)n(C)c2=O)c1	nt	-1%	-1%
14	Cc1ccc(CCN2C(=O)CCC2(C)C(=O)NCc2cccnc2)cc1 (centres undefined)	nt	-12%	-10%
15	Oc1ccc(NC(=S)N=Nc2c(O)[nH]c3ccc(Br)cc23)cc1	nt	5µM*	-2%
16	O=C(N/N=C/c1cccc(F)c1)NC1CCCCC1	-3%	-3%	-9%

Remaining list, next part.
no.	Compound	L3MBTL1 block	TRb-SRC2 inh	GoLoco inh red	KDM4E inh	Tau fibril FP	Tau fibril ThT	RECQ1 helicase	TexasRed fluor
25	O=C(Nc1nc(-c2ccccc2)nc2ccccc12)c1ccc(F)cc1	nt	4%	5%	?	?	5%	i	3%
26	C[C@@H]1CC=C[C@H]2[C@H]1C(=O)N(Cc1ccccc1)[C@H]2c1ccc(F)c(/C=C/c2ccccc2)c1	nt	3%	7%	?	6%	6%	i	0%
27	O=C(CCN1C(=O)c2ccccc2Sc2ncccc21)Nc1ccc(F)cc1F	nt	5%	nt	nt	-3%	2%	nt	-2%
28	COc1ccc(C(CNC(=O)c2ccc3c(c2)C(=O)N(CCC(C)C)C3=O)N2CCOCC2)cc1 (centres undefined)	-7%	-2%	7%	-4%	6%	-1%	-5%	-6%
29	CCn1cc(C(=O)NCc2ccco2)c(=O)c2cc(S(=O)(=O)N3CCC(C)CC3)ccc21	24%	-9%	-6%	1%	?	-10%	-3%	1%
30	O=C(CC1SC(=Nc2ccc(OC(F)F)cc2)N(CCN2CCOCC2)C1=O)Nc1ccc(F)cc1F (centres undefined)	8%	3%	9%	4%	3%	6%	-6%	2%
31	COc1ccc(CCNC(=O)CCc2cn(Cc3ccc(C)cc3)c3ccccc23)cc1OC	nt	4%	nt	nt	5%	-17%	nt	0%
32	COc1ccc(CNC(=O)COC(=O)c2c[nH]c(=O)[nH]c2=O)cc1OC	-1%	-8%	10%	-9%	-5%	-5%	-2%	1%
33	O=C(NCc1ccccn1)C1CCN(S(=O)(=O)c2ccccc2)CC1	2%	9%	1%	-1%	-3%	-3%	-9%	-3%
34	Cc1ccc(C)c(N2CCN(C(=O)c3cc4c(=O)n(Cc5cccnc5)ccc4nc3C)CC2)c1	nt	6%	nt	nt	5%	-14%	nt	0%
35	Cc1cc(C)nc(NS(=O)(=O)c2ccc(N3Cc4ccccc4C3=O)cc2)n1	-9%	-9%	17%	?	1%	-12%	-12%	0%
36	Cc1ccc2cc(CN(CC3CCCO3)S(=O)(=O)c3ccccc3)c3nnnn3c2c1 (centres undefined)	12%	7%	-13%	-4%	8%	-12%	-13%	-4%
37	CC1CCN(CC(O)COc2ccc(F)cc2)CC1 (centres undefined)	nt	-9%	-6%	0%	-1%	-4%	-3%	2%
38	CCC1CCCCN1C(=O)CSc1nnc(-c2ccc(Cl)s2)o1 (centres undefined)	10%	1%	3%	?	-2%	-4%	-9%	-1%
39	NC(=O)C1(N2CCCCC2)CCN(C(=O)Nc2ccc(F)cc2)CC1	nt	-2%	nt	nt	-4%	8%	nt	-3%
40	Cc1cc(C)nc(N2CCC(C(=O)NCCc3ccc(F)cc3)CC2)n1	37%[activator]	-21%	-12%	-27%	-8%	7%	i	0%
41	CS(=O)(=O)N1CCC(C(=O)N2CCN(c3ccccc3)CC2)CC1	nt	-2%	2%	9%	-9%	3%	-17%	1%
42	Cc1cc(N2CCN(C(=O)c3ccco3)CC2)n2nc(-c3cccc(F)c3)cc2n1	nt	-1%	1%	?	-3%	?	i	-1%
43	Cc1ccccc1CCNC(=O)C1CCN(c2nc3ccccc3nc2C(F)(F)F)CC1	nt	0%	nt	nt	-4%	-1%	nt	-1%
44	O=C(/C=C/c1ccccc1F)c1cccc([N+](=O)[O-])c1	-1%	-5%	0%	-10%	19%	?	-7%	-6%
45	C[C@H](O)CON1C(=O)c2ccccc2C1=O	nt	10%	-3%	2%	-2%	-7%	3%	-1%
46	Cc1nn(C)c(C)c1Nc1ccc(N2C(=O)C3CC=CCC3C2=O)cc1[N+](=O)[O-] (centres undefined)	nt	7%	6%	1%	-4%	?	0%	0%
47	CCc1cccc(-n2nnc(-c3nsc(NC(=O)c4ccc(C)cc4)n3)c2C)c1	nt	-6%	nt	nt	-6%	?	nt	0%
48	Cn1cnc2c(=O)oc3ccc(S(=O)(=O)N4CCN(c5cccc(Cl)c5)CC4)cc3c21	nt	-3%	nt	nt	6%	?	nt	-1%
49	COc1ccc(Cl)cc1NC(=O)c1cn(C2CCCC2)c(=O)c2c1c1ccccc1n2C	nt	-3%	nt	nt	-7%	-3%	nt	-1%
50	CCC(C)NC(=O)c1cc(OC)c(OC)c(OC)c1 (centres undefined)	-6%	0%	2%	3%	1%	6%	0%	-3%
51	Cc1ccc(-c2noc(CCC(=O)NCCN3CCN(Cc4ccccc4)CC3)n2)cc1	6%	-3%	2%	4%	6%	-9%	6%	3%
52	O=C(CCCN1CCC(c2ccccc2)C1)c1ccc2c(c1)OCCO2 (centres undefined)	3%	2%	8%	0%	-5%	-2%	-15%	-4%

Bioassay records as filed in PubChem BioAssay.

Only part of the results is shown. The share of hits here may be higher or lower than overall.
